# High-throughput results as filed in PubChem BioAssay.
# OPRM1-OPRD1 inv: inverse agonist of human OPRM1-OPRD1 heterodimerization; P35372+P41143; cell-based MOR-DOR heterodimer luminescence, inverse agonism; inhibition, % at 9.3 µM; 340,000 tested, 0.21% active; AID 504357; in the data active = inhibition above about 22%, passing the limit was not always enough;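 also: 0% = cells with DMSO and 100% = wells without cells with DMSO; values of inactives mirror those of a sister screen read the other way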
# Target sequence (P35372 whole entry, looked up): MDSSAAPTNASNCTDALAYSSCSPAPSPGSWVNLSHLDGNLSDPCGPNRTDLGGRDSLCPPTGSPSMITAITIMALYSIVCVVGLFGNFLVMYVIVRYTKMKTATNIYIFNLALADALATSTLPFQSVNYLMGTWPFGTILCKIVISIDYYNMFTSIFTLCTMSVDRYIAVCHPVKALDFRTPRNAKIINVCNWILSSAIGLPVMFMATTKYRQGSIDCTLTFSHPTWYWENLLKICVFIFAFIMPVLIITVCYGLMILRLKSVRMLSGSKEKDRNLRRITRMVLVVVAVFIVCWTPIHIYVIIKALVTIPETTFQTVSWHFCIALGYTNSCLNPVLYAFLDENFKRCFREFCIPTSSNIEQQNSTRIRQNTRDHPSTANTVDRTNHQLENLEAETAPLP
# Target sequence (P41143 whole entry, looked up): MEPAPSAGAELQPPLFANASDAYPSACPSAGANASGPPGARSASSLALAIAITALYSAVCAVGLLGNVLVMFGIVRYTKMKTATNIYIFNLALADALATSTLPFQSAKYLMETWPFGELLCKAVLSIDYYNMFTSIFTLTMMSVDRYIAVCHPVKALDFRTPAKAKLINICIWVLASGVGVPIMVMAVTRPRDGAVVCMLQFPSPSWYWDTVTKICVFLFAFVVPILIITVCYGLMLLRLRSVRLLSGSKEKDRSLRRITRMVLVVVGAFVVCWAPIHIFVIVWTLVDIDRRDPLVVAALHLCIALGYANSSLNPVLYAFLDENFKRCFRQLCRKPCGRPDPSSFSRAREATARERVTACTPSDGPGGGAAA
# HTR5A ag ctr: counter-screen for OPRM1-OPRD1 agonists: human HTR5A agonism. P47898. HTR5A agonist assay, luminescence, cell-based. activation, % at 9.3 µM. 340,000 tested, 0.61% active; in the data active = activation mostly above about 9.5%, no sharp cut-off; inactive = mostly below about 7.6%;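 also: 0% = cells with vehicle only and 100% = reference agonist; strong numbers were not always called active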
# PKA-R2B act: PKA-R2B complex activation | P22694+P31323 | PKA-R2B holoenzyme dissociation, Cy5-IP20 fluorescence polarization; R2B truncated from residue 108, S112A mutant; 0% DMSO only, 100% 113 µM cGMP | activation, % at 11.4 µM | 340,000 tested, 0.079% active | AID 504700;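 active = activation above a cutoff set at the mean over all compounds plus 3 SD, cut at about 18% in these data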;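 also: higher means more holoenzyme dissociation and a rise in polarization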
# Pemphigus Ab inh: blocks pemphigus antibody binding to human desmoglein-3 | binding (percent of control), % at 10 µM | 310,000 tested, 0.48% active | P32926 | DSG3-coupled beads, scFv-anti-DSG3-GFP binding, flow cytometry; hits give low values | AID 588358;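 active = binding more than 3 SD below its plate's average and above zero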;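 also: hits lower antibody fragment binding to DSG3; some compounds called inactive have numbers as strong as hits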
# OPRM1-OPRD1 ag: OPRM1-OPRD1 heterodimerization agonism; P35372+P41143; cells, luminescence; activation, % at 9.3 µM; 340,000 tested, 0.3% active; in the data active = activation above about 18%;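 also: 0% = vehicle-treated cells and 100% = reference agonist; values of inactives mirror those of a sister screen read the other way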
# V-ATPase pHluor: alters yeast V-ATPase proton transport; S. cerevisiae, pHLuorin cytosolic pH fluorescence; response, % at 10 µM; 350,000 tested, 0.37% active; AID 504577; in the data active = response mostly above about 7.3%, no sharp cut-off; inactive = mostly below about 5.4%; also: actives read high; inactives centre near 0; some compounds called inactive have numbers as strong as hits; reference of the scale not given here
# PKA-R1A act: activators of PKA-R1A complex. P00514+P68181. 340,000 tested, 0.083% active. activation, % at 11.4 µM. AID 504707. PKA-R1A dissociation, Cy5-IP20 fluorescence polarization; scaled: DMSO 0%, 113 µM cGMP 100%;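 active = percent activation above the mean of all tested compounds plus 3 SD, cut at about 19% in these data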;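 also: higher means more PKAc released from R1A so a rise in polarization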
# HTR5A inv ctr: HTR5A inverse agonism, opioid heterodimer counter-screen. inhibition, % at 9.3 µM. HTR5A cell line, luminescence. 340,000 tested, 0.083% active; in the data active = inhibition mostly above about 23%, no sharp cut-off; inactive = mostly below about 18%;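 also: 0% = cells with DMSO and 100% = no-cell wells with DMSO; some compounds called inactive have numbers as strong as hits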
# DAGLB inh: blocks human DAGLB lipase activity. HEK293T DAGLB membrane lysate, EnzChek fluorogenic substrate. inhibition, % at 5.17 µM. 340,000 tested, 0.059% active. AID 504411; in the data active = inhibition above about 34%;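 also: 0% = enzyme with vehicle and 100% = wells lacking enzyme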
# Arr AP2 block: inhibitors of human beta-arrestin and AP2 interaction; AID 504490; 340,000 tested, 0.31% active; FITC-arrestin peptide / GST-AP2 beads, flow cytometry; AP2 beta2 appendage carries R879A mutation; inhibition, % at 10 µM;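 active = inhibition above a set limit, near 3 SD of compounds lacking own fluorescence, cut at about 54% in these data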;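 also: plate controls were DMSO wells for no effect and 5 µM unlabelled arrestin peptide for full effect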
#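 System: GST-AP2 R879A bound to glutathione beads, E. coli-expressed. Also added: 50 nM FITC-arrestin peptide. Schedule: compound with beads 12 min RT, then probe 1 h RT. Signal: bead flow cytometry, FITC channel. Read-out basis: percent response.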
# Numbers without * were called inactive; . = no result given.
Structure,OPRM1-OPRD1 ag,Pemphigus Ab inh,DAGLB inh,HTR5A inv ctr,HTR5A ag ctr,Arr AP2 block,OPRM1-OPRD1 inv,V-ATPase pHluor,PKA-R2B act,PKA-R1A act
NP(=O)(OCCCc1ccccc1)Oc1ccc(Cl)cc1 (configuration not stated),1.0,103,35*,-22,4,-11,-6,1,-11,-15
CCOC(=O)c1c(N)n(CCN2CCOCC2)c2nc3ccccc3nc12,-5.5,102,0,6,-4,1,31*,3,-9,3
Cc1ccc2c(c1Cl)NC(C(=O)O)C1CC(Sc3ccccc3[N+](=O)[O-])C(Cl)C21 (configuration not stated),0.7,41*,14,-9,2,5,-4,-1,-4,14
COc1cc2c(c(OC)c1OC)-c1ccc(O)cc1C(NC(C)=O)CC2 (configuration not stated),-1.5,120,-1,-20,5,-2,8,1,-2,9
CN(C)CCCNCC(=O)Nc1ccc(Cl)cc1C(=O)c1ccccc1,-1.3,111,0,-8,-3,17,7,2,-2,-7
O=c1[nH]c(=O)n(-c2ccc(Br)cc2)c(O)c1C=NCCN1CCCCC1,-3.0,98,-1,-6,-4,-9,15,2,7,-1
Cc1cc(/C=C2\C(=O)NC(=O)N(c3ccccc3)C2=O)c(C)n1-c1ccc(C(=O)O)c(Cl)c1,-4.5,120,1,0,0,4,22,0,3,-9
C=C1C(=O)OC2CC3(C)OC3CCC(C)=CC(OC(C)=O)C12 (configuration not stated),-1.3,87,-6,2,0,-7,6,1,-8,9
CCn1c(C)c(C(=O)O)c2cc(OC)ccc21,-2.4,135,-1,-1,3,-6,11,1,-11,1
CC(C)(CN)CC(=O)O,-2.8,108,1,-11,4,8,15,3,-16,-5
COc1ccc2[nH]c3c(c2c1)CCNC3,0.1,.,-2,-3,1,13,0,-3,4,3
CC1CC(C)CN(CC(=O)c2ccc(OC(F)F)cc2)C1 (configuration not stated),4.6,130,-2,-2,-1,-6,-25,-1,-12,-1
COC(=O)C1=C(c2ccc(-c3ccccc3)c(F)c2)C[C@@H]2CC[C@H]1N2C(=O)NCCO,-1.4,101,4,3,9,-7,6,-3,-6,-1
CNC(C(=O)c1ccccc1)C(OC)c1ccccc1 (configuration not stated),-2.6,80,0,-2,-2,2,14,-1,3,-7
CCc1c(C(=O)NN2C(=O)C3C4CCC(O4)C3C2=O)csc1C (configuration not stated),-2.7,103,1,-5,-3,-13,14,-5,-13,4
COc1c(C)cc(C(=O)C2CCCN(Cc3cnc(C)s3)C2)cc1C (configuration not stated),-2.3,87,-3,8,6,-3,12,-3,-5,6
O=C1NC(=O)C(=Cc2ccc3ccccc3c2)C(=O)N1,-3.8,87,-3,-5,1,37,19,-2,-6,-1
COc1cc(CN2CCN(c3cc(C)ccc3C)CC2)ccc1O,-0.9,106,0,-25,1,3,5,-2,4,-5
CC1c2ccccc2-n2nncc2CN1CC1CCCCC1 (configuration not stated),-0.8,101,-7,8,-2,-4,3,-1,-13,-7
BrCC(Br)(Br)Br,-2.8,105,-4,3,-1,-2,15,1,2,-5
COCCCNC(=O)c1c(NC(=O)c2ccccc2Cl)n(Cc2ccccc2)c2nc3ccccc3nc12,-1.3,89,-3,-6,3,8,6,-6,-8,-2
COc1cccc(Oc2c(C)oc3cc(OC(=O)N(C)C)ccc3c2=O)c1,-2.0,103,-2,7,4,-2,10,-1,1,-3
COc1ccc(CCNCC2CCCO2)cc1 (configuration not stated),-2.3,87,-1,4,-1,-16,11,-1,0,2
CCOc1cccc(CNCCc2c(C)[nH]c3ccc(OC(F)(F)F)cc23)c1O,20*,101,-2,-63,16*,9,-111,4,-3,1
CC(=O)O[C@H]1CC[C@@]2(C)C(=CC[C@@H]3[C@@H]2CC[C@]2(C)C(=O)CC[C@@H]32)C1,2.0,122,-8,-19,5,10,-11,1,0,-1

# Reprinted from the part before: two compounds, then new ones.
Structure,OPRM1-OPRD1 ag,Pemphigus Ab inh,DAGLB inh,HTR5A inv ctr,HTR5A ag ctr,Arr AP2 block,OPRM1-OPRD1 inv,V-ATPase pHluor,PKA-R2B act,PKA-R1A act
CCOc1cccc(CNCCc2c(C)[nH]c3ccc(OC(F)(F)F)cc23)c1O,20*,101,-2,-63,16*,9,-111,4,-3,1
CC(=O)O[C@H]1CC[C@@]2(C)C(=CC[C@@H]3[C@@H]2CC[C@]2(C)C(=O)CC[C@@H]32)C1,2.0,122,-8,-19,5,10,-11,1,0,-1
Cc1cc(C)cc(N2C(=O)NC(=O)/C(=C\c3cccn3-c3ccc(Cl)cc3)C2=O)c1,1.4,113,23,-51,14*,2,-7,-3,-1,-18
O=C1NC(=O)C(=Cc2ccsc2)C(=O)N1,-1.4,101,2,15,2,-5,7,-1,3,-7
O=c1[nH]c(=O)n(-c2cccc(Cl)c2)c(O)c1C=NCCCN1CCOCC1,-0.8,98,-7,-11,3,3,4,4,2,2
O=C1NC(=O)C(CCc2ccncc2)(CCc2ccncc2)C(=O)N1CCc1ccccc1,-2.9,98,0,-2,0,8,15,2,8,7
Cc1cccn2c(=O)c3cc(C(=O)N4CCC5(CC4)OCCO5)n(C)c3nc12,-0.1,99,1,13,1,-6,1,-3,-12,-7
C/C(=N\NC(=O)c1ccccc1O)c1c(O)n(Cc2ccccc2)c(=O)[nH]c1=O,-0.5,92,14,6,3,-3,2,1,-12,-1
CCCCn1c(O)c(C=NCCCn2ccnc2)c(=O)[nH]c1=O,-1.1,100,-1,-18,1,-1,6,0,1,-1
CCN(CC)C(=O)c1ccc(NC(=O)c2cc(S(=O)(=O)N3CCCCCC3)ccc2OC)cc1,-0.3,100,-2,0,0,4,2,0,2,1
O=C1NC(=O)N(CCc2ccc(F)cc2)C(=O)/C1=C\C=C\c1ccccc1,-0.9,118,6,-8,3,-13,5,-4,5,-18
COC(=O)C1=C(c2cccc(C#N)c2)C[C@@H]2CC[C@H]1N2C(=O)N1CCCC1,1.0,102,1,18,0,6,-6,0,-1,-14
O=c1c2ccccc2nc(CNCC2CCCO2)n1-c1ccc(F)cc1 (configuration not stated),-0.5,108,3,6,-3,-15,3,3,14,4
Cc1ncc([N+](=O)[O-])n1CCOc1nonc1N,-2.5,98,0,13,-5,-13,14,0,8,-4
C[N+](C)(C)CC(=O)Nc1ccc(Cl)cc1C(=O)c1ccccc1,-2.7,101,0,9,-3,32,15,3,-5,-1
CC1CCCN(C(=O)CN2C3CCC2CC(O)(c2ccc(F)cc2)C3)C1 (configuration not stated),-2.1,97,-2,-10,3,-3,12,-2,3,-5
CCCCn1c(O)c(/C=C/C=Nc2ccccc2)c(=O)[nH]c1=O,-3.5,97,-6,-11,2,3,18,-3,-5,-9
Brc1ccc2c(c1)C(OC1CN3CCC1CC3)c1ccccc1CS2 (configuration not stated),3.5,94,2,-6,0,2,-18,1,-7,-7
CN1C(=O)C(=Cc2ccc(N3CCCCCC3)cc2)C(=O)N(C)C1=O,-1.8,112,0,-6,-3,8,9,-3,-14,-11
CCOC(=O)c1c(C)[nH]c(C)c1C(=O)C(Cc1ccccc1)N(C)C (configuration not stated),-3.4,102,3,8,-2,-8,16,-5,-21,16
CC(=O)O[C@]1(c2ccccc2)CCN(C)[C@H]2CCCC[C@@H]21,-2.6,102,-1,-40,1,9,15,0,-8,-5
O=C1CN=C(c2ccccc2Cl)c2cc(Br)ccc2N1,11,121,1,-12,-3,-6,-57,3,11,2
C/C(=N\N1CCCCC1)c1c(O)[nH]c(=O)[nH]c1=O,-1.2,97,-1,17,-5,2,6,3,9,-9
COc1ccccc1OCCCn1cc(C=O)c2ccccc21,-1.5,102,-4,-3,1,19,7,0,-6,-24
COC(=O)C1=C(c2cccc(OCc3ccccc3)c2)C[C@@H]2CC[C@H]1N2C(=O)NCc1ccc(OC)cc1,-3.6,99,-1,0,0,7,20,-1,-1,-4
CCOP(=O)(OCC)C1(O)C(=O)Nc2ccc(Br)cc21 (configuration not stated),-3.1,104,1,17,0,-6,16,-1,-7,-11
O=C(c1ccco1)c1cn(Cc2ccc(Cl)cc2)c2ccccc12,0.1,113,-7,-8,0,-3,-1,3,-1,-3

# Following part:
Structure,OPRM1-OPRD1 ag,Pemphigus Ab inh,DAGLB inh,HTR5A inv ctr,HTR5A ag ctr,Arr AP2 block,OPRM1-OPRD1 inv,V-ATPase pHluor,PKA-R2B act,PKA-R1A act
COc1ccc(OCC(=O)N2CCN(C/C=C/c3ccccc3)CC2)cc1,-0.4,127,2,-6,1,.,2,0,11,2
O=C(OCc1ccccc1)N1CCC2CC1c1cc(N3Cc4ccccc4-n4nncc4C3)ccc12 (configuration not stated),.,100,1,.,.,.,.,1,2,2
O=C(O)C1C(C(=O)O)C2(Cl)C(Cl)=C(Cl)C1(Cl)C2(Cl)Cl (configuration not stated),-2.7,98,1,-12,3,0,14,0,-3,-1
CSc1ncc(CN2CCCC(C(=O)c3cccc(Cl)c3)C2)cn1 (configuration not stated),-0.8,105,-2,-6,2,6,4,-1,-4,-2
CN1C(=O)C(=Cc2ccc(OCC(=O)Nc3ccccc3)cc2)C(=O)N(C)C1=O,1.4,.,-2,24,7,34,-8,-5,-3,-5
CCCC(=O)c1c(O)[nH]c(=O)[nH]c1=O,-2.6,97,-3,-28,0,-4,14,2,-6,-1
COc1ccc(CN2CCN(Cc3ccccc3OC)CC2)cc1,1.5,94,-3,17,-4,-3,-8,3,-4,-10
O=C(N=Nc1c(O)[nH]c(=O)[nH]c1=O)C1COc2ccccc2O1 (configuration not stated),-1.4,82,0,-7,3,-1,9,4,-3,0
COCCN1C(=O)/C(=C/c2c(OC)cc(OC)cc2OC)C(=O)N(c2ccccc2)C1=O,-1.5,91,1,0,0,-9,8,0,1,1
CNC(=O)N(C)c1ccc(C(O)(C(=O)OC)C(F)(F)F)cc1 (configuration not stated),-1.7,.,-3,-2,1,-5,8,2,1,3
COC(=O)C1=C(c2ccc(OC)c(OC)c2)C[C@@H]2CC[C@H]1N2C(=O)N1CCCCC1,-2.9,99,-1,1,-1,3,16,0,-8,-7
COC(=O)C1=C(c2ccc(OCc3ccccc3)cc2)C[C@@H]2CC[C@H]1N2C(=O)NCc1cccc(OC)c1,0.4,101,-8,-38,13,5,-2,12,-8,-6
Cc1ccccc1-n1c(C)nc2ccccc2c1=O,-2.5,101,-1,-6,2,10,13,1,6,-8
Cc1cc(OC(=O)CCNC(=O)OC(C)(C)C)c2c3c(c(=O)oc2c1)CCC3,-2.2,99,0,-20,-3,-8,12,1,-6,-8
COc1cc2c(cc1OC)C13CCN4CC5=CCOC(CC(=O)O)C(C5CC41)C3N2 (configuration not stated),-1.4,95,-1,-10,3,41,6,-1,-4,0
C#CCN(C)[C@H](C)Cc1ccccc1,-1.3,98,0,9,-2,6,7,2,-3,-4
O=C1CN(O)C(c2ccccc2)=c2cc(Cl)ccc2=N1,-5.6,95,-1,1,0,-8,26,-1,-1,-2
C/C(=N\Nc1ccccc1)c1c(O)[nH]c(=O)[nH]c1=O,-3.0,113,2,-4,-1,-24,16,16*,-6,-4
C/C=C/CC#N,-3.4,102,-1,-7,2,13,18,-1,-5,3

# This is a subset (hit frequency here may not be typical).
